Compound activity as filed in PubChem.
SR-BI DiI inh: inhibitors of mouse SR-BI mediated HDL lipid uptake. Q61009. ldlA[mSR-BI] CHO cells, DiI-HDL uptake fluorescence, 3 h. inhibition, % at 12.5 µM. hit rate 0.96% among 320,000. AID 488896;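 active = mean replicate inhibition of at least 70% and a set share of replicates each scoring 70 or more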;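 also: 0% = median of neutral control wells and 100% = median of positive control wells; values of inactives mirror those of a sister screen read the other way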
Target sequence (Q61009 whole entry, looked up): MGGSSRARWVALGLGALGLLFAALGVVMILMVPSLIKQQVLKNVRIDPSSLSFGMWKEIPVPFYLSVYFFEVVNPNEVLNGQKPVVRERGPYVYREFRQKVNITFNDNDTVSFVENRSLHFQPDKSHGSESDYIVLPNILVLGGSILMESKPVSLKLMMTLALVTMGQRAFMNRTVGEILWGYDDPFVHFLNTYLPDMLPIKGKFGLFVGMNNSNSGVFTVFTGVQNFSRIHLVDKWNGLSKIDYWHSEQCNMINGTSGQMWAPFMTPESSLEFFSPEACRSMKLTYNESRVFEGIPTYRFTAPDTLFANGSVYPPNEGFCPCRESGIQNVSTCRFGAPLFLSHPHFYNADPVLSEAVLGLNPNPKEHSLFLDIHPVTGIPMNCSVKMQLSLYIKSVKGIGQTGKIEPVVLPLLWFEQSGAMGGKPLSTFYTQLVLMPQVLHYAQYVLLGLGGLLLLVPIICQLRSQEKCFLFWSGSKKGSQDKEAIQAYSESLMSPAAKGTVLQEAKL
CAL PDZ FP-1: blocks peptide binding to the human CAL PDZ domain; Q9HD26; AID 602252; inhibition, % at 24.9 µM; purified CAL PDZ, TMR-peptide fluorescence polarization, 1 h; hit rate 0.92% among 300,000;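 active = mean inhibition of at least 30% with at least half of replicates also reaching 30%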;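 also: 0% = DMSO neutral control and 100% = excess unlabeled competitor peptide PRC23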
MITF TRPM1 HTS: activators of MITF-driven TRPM1 promoter activity in SK-MEL-5 cells | SK-MEL-5 TRPM1-promoter luciferase, 24 h; % of positive control, neutral wells = 0 | activation, % at 12.5 µM | hit rate 0.75% among 300,000;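 active = mean activation of at least 80% with every replicate also reaching 80%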;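 also: 0% = neutral control wells and 100% = parthenolide positive control wells; values of inactives mirror those of a sister screen read the other way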
Rtt109 Vps75: blocks Candida albicans Rtt109/Vps75 acetyltransferase activity; hit rate 0.16% among 330,000; inhibition, % at 34.9 µM; Q5AAJ8; purified Rtt109/Vps75, ThioGlo CoA-SH fluorescence, 4 h;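 active = inhibition of at least 50% in every replicate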
dFosB act: mouse delta FosB homodimer activation; hit rate 0.99% among 340,000; activation, % at 25 µM; purified delta FosB, TAMRA-CDK5 oligo fluorescence polarization; percent of positive-control signal above neutral wells; P13346;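 active = mean activation above about 17%, with every replicate also reaching it, limit read from the data, passing the limit was not always enough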;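 also: fluorescence polarization rise as delta FosB binds a TAMRA Cdk5 AP-1 oligo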
Target sequence (P13346 whole entry, looked up): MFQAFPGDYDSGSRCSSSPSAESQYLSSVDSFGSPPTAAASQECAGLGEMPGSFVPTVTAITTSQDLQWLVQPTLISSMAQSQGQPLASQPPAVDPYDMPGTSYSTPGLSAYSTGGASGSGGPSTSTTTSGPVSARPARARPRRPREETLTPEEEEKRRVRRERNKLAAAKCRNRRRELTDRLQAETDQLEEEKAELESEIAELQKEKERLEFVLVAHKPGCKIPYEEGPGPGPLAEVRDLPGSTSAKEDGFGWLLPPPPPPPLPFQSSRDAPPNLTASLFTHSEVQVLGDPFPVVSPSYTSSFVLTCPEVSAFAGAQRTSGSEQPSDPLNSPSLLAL
SR-BI DiI-HDL act: activators of SR-BI mediated HDL lipid uptake; AID 504775; CHO ldlA[mSR-BI] cells, DiI-HDL uptake fluorescence, 3 h; 100 = double the neutral-control signal; activation, % at 12.5 µM; hit rate 0.096% among 320,000;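 active = mean replicate activation of at least 60% and every replicate at or above 60%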;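 also: 0% = median plate neutral-control signal and 100% = twice that signal; values of inactives mirror those of a sister screen read the other way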
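Material: SR-BI-overexpressing, LDLR-lacking CHO cells; schedule: compound exposure 3 h, 37 °C; reagent: DiI-labelled HDL at 10 µg/mL final; technique: bottom-read fluorescence, 550/595 nm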
PvdQ acylase: P. aeruginosa PvdQ acylase inhibition. purified PvdQ acylase, fluorescence plate reader. inhibition, % at 10 µM. hit rate 0.063% among 340,000. AID 488965; in the data active = inhibition above about 30%, passing the limit was not always enough;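 also: 0% = vehicle neutral wells and 100% = reference inhibitor wells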
NSD2 inh: NSD2 (human) methyltransferase inhibition | O96028 | NSD2 peptide methylation, AlphaScreen, 120 min | inhibition, % at 12.5 µM | hit rate 0.54% among 310,000 | AID 743445; in the data active = inhibition above about 50%
CAL PDZ FP-2: inhibitors of human CAL PDZ peptide binding. inhibition, % at 20 µM. AID 504414. purified CAL PDZ, TMR-peptide fluorescence polarization, 1 h. hit rate 0.02% among 330,000;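 active = highest replicate inhibition of at least 40%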;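 also: plate controls were DMSO neutral control wells for no effect and unlabeled competitor peptide control wells for full effect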
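System: purified tagged CAL PDZ domain construct (CerCALP). Schedule: 1 h incubation at room temperature before polarization reading. Medium: 25 mM sodium phosphate pH 7.4, 150 mM NaCl, TCEP, IgG, Thesit. Read-out: percent inhibition from loss of millipolarization. Measured by: FP readout, S and P plane fluorescence. Probe or stimulus: fluorescent TMR peptide probe.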
PfHsp90 yeast 2: inhibits growth of yeast expressing Plasmodium falciparum Hsp90 | S. cerevisiae expressing PfHsp90, BacTiter-Glo ATP, 48 h; yeast lacking PDR1 and PDR3 efflux regulators | inhibition, % at 9.4 µM | hit rate 0.32% among 310,000 | AID 504621;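 active = every replicate shows inhibition above about 80%, whatever the replicate mean, limit read from the data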;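 also: 0% = DMSO neutral controls and 100% = 20 µM radicicol positive controls; yeast relying on Plasmodium falciparum Hsp90 in place of its own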
An asterisk follows results filed as active; x = no result given.

smiles,SR-BI DiI inh,CAL PDZ FP-1,MITF TRPM1 HTS,Rtt109 Vps75,dFosB act,SR-BI DiI-HDL act,PvdQ acylase,NSD2 inh,CAL PDZ FP-2,PfHsp90 yeast 2
O=C(COc1ccc(Cl)cc1)NNC(=O)c1ccncc1,-17,x,10,3,-2,17,10,0,-0.9,-1
CCc1cccc2c1NC(=O)C2(O)CC(=O)c1cccs1 (configuration not stated),-6,-5,-7,x,-5,6,-14,-2,-0.6,-17
CCc1nnc(NC(=O)c2ccc(S(=O)(=O)N(CC)CC)cc2)s1,-7,2,-2,2,0,7,-2,x,0.6,9
CCOC(=O)c1ccccc1NC(=S)N1CCC(N2CCCCC2)CC1,-21,-3,3,2,-15,21,3,2,-0.4,14
N/C(=N\OC(=O)c1cc(Cl)ccc1Cl)c1cccnc1,2,1,x,-8,-18,-2,-11,0,-2.1,-27
COc1ccccc1C(=O)NCCC(=O)NCC1COc2ccccc2O1 (configuration not stated),13,x,2,-4,1,-13,2,0,0.0,-6
CN1CCC(N(C)S(=O)(=O)c2ccc(NC(=O)Cc3ccc(F)cc3)cc2)CC1,4,0,5,-3,-2,-4,-10,4,-0.3,-6
O=C(O)c1ccc(S(=O)(=O)N(Cc2ccccc2)C2CCCCC2)cc1,-23,-5,1,-2,5,23,-6,2,0.5,8
O=C(O)CCN1C(=O)c2ccc(NC(=O)Cc3ccc(Cl)cc3)cc2C1=O,-7,0,-11,-3,4,7,-22,-3,-1.6,15
NCc1oc(-c2ccccc2)cc1C(=O)O,-5,x,5,0,0,5,-15,2,1.1,9
CCC(CC)C(=O)Nc1ccc(C)c(O)c1,-14,7,-11,-5,2,14,2,-1,x,18
O=C(NC1CCC(CC2CCC(NC(=O)C(Cl)Cl)CC2)CC1)C(Cl)Cl (configuration not stated),16,-3,x,-1,59*,-16,-11,-1,0.8,4
CCn1c(=O)cc(O)c2c(=O)n(C)c(=O)n(C)c21,-4,-7,-6,-1,-5,4,-8,-1,x,-26
O=C(NCc1ccco1)C1CCCN1C(=O)Nc1ccc(Br)cc1 (configuration not stated),3,-5,5,1,5,-3,-11,2,0.4,-1
O=C(Nc1nccs1)C1CC(=O)N(c2ccccc2)C1 (configuration not stated),-18,-2,3,1,-3,18,-19,0,-2.5,-5
COCCNS(=O)(=O)c1ccc(F)c(OC)c1,1,-1,-3,-8,6,-1,-14,-3,x,-22
COc1ccc(NC(=O)C2CCCCN2CC(=O)OCc2ccccc2)cc1OC (configuration not stated),19,-8,-6,11,-2,-19,-14,8,-1.0,15
CC(C)(C)C(=O)NC(NC(=S)Nc1sc2c(c1C#N)CCCC2)C(Cl)(Cl)Cl (configuration not stated),24,-2,-9,13,-9,-24,-12,-2,-5.2,-5
O=C(OCc1cc(=O)n2ccsc2n1)c1ccccc1NCCO,x,-1,20,-2,-13,x,-11,-1,-0.8,13
COc1ccc(NC(=S)N2CCC(NC(=O)c3cccc(C)c3)CC2)cc1,41,-3,4,1,-1,-41,-19,3,-3.4,-14

smiles,SR-BI DiI inh,CAL PDZ FP-1,MITF TRPM1 HTS,Rtt109 Vps75,dFosB act,SR-BI DiI-HDL act,PvdQ acylase,NSD2 inh,CAL PDZ FP-2,PfHsp90 yeast 2
COc1ccccc1N1CC(O)=C(c2nc3ccccc3s2)C1=N,10,0,9,0,-5,-10,4,x,0.0,20
CCSc1nnc(NC(=O)c2ccc(C)cc2)s1,51,-2,55,16,-8,-51,1,x,-1.9,16
COc1ccc(CN(C)C(=O)C(Cc2ccccc2)NC(=O)c2ccccc2)cc1F (configuration not stated),2,-3,-2,0,-15,-2,-7,0,-2.5,-7
CC(=O)N(Cc1ccccc1)c1c(N)nc(N)[nH]c1=O,-22,-4,-8,2,-1,22,-2,-1,0.5,-14
N#CC1=C(N)Oc2n[nH]c(-c3ccccn3)c2C1c1c(F)cccc1Cl (configuration not stated),0,-3,-12,3,-6,0,8,x,-0.6,-15
CCOCCCNS(=O)(=O)c1ccc(OC)c(Cl)c1Cl,-37,1,1,-16,-2,37,0,-1,-1.2,31
Cc1cc(NC(=O)CSc2nc3c(c(=O)n2-c2ccc(Br)cc2)SCC3)no1,1,-4,-16,-1,42*,-1,-8,x,-1.2,-24
CCOc1ccc(NC(=O)CN2CCN(CC(=O)Nc3ccc(Cl)c(C(F)(F)F)c3)CC2)cc1,37,-1,-8,-2,-27,-37,-8,4,-1.7,x
O=C(c1cc(C2CC2)nn1-c1ccccc1)N1CCN(Cc2ccccc2F)CC1,30,x,-8,1,-4,-30,-7,7,0.1,-26
C/C(=N\O)C(C)Oc1ccc(Cl)cc1 (configuration not stated),1,-3,2,-2,0,-1,8,65*,x,-9
N=c1c2c(n(Cc3ccc(Br)cc3)c3c1CCC3)CCCC2,-4,-3,-63,10,-5,4,8,0,-2.9,-1
COC(=O)CSc1nc2ccccc2n1CC(=O)N(C(C)C)C(C)C,-3,-8,9,5,1,3,-6,-1,x,4
CCOc1ccccc1NC(=O)c1ccc2c(c1)C(=O)N(CC)C2=O,47,x,11,-18,-6,-47,11,-3,-0.2,8
O=C(NCCC1=CCCCC1)c1ccc2c(=O)n3c(nc2c1)CCCCC3,29,x,53,0,-6,-29,-7,x,-0.8,30
Fc1ccccc1/C=N/Nc1ncnc2nc[nH]c12,-20,-4,x,6,-5,20,4,x,-1.9,4
O=C(NC1CC2CCCC(C1)N2S(=O)(=O)c1ccccc1)c1ccco1 (configuration not stated),15,-2,-5,x,-1,-15,-4,-2,-2.2,0
CCOc1ccc(OCC(=O)OC(C)C(=O)NC2CCCCC2C)cc1 (configuration not stated),10,-3,2,1,-8,-10,-20,-2,-1.2,-18
O=C(COC(=O)C1CCC(=O)N1)Nc1cccc([N+](=O)[O-])c1 (configuration not stated),12,x,-6,1,-9,-12,-5,-2,0.0,16
COCCCN(C(=O)CSCC(=O)Nc1cccc(C)c1)c1c(N)n(Cc2ccccc2)c(=O)[nH]c1=O,16,-1,1,0,-9,-16,-7,2,-2.8,x
O=S(=O)(NC1CCCCC1Nc1ccccc1)c1ccccc1 (configuration not stated),-6,-1,11,-5,-1,6,-9,29,-2.6,9

Reprinted from the part before: 3 compounds, followed by the next part.
smiles,SR-BI DiI inh,CAL PDZ FP-1,MITF TRPM1 HTS,Rtt109 Vps75,dFosB act,SR-BI DiI-HDL act,PvdQ acylase,NSD2 inh,CAL PDZ FP-2,PfHsp90 yeast 2
O=C(COC(=O)C1CCC(=O)N1)Nc1cccc([N+](=O)[O-])c1 (configuration not stated),12,x,-6,1,-9,-12,-5,-2,0.0,16
COCCCN(C(=O)CSCC(=O)Nc1cccc(C)c1)c1c(N)n(Cc2ccccc2)c(=O)[nH]c1=O,16,-1,1,0,-9,-16,-7,2,-2.8,x
O=S(=O)(NC1CCCCC1Nc1ccccc1)c1ccccc1 (configuration not stated),-6,-1,11,-5,-1,6,-9,29,-2.6,9
CC(C)N1CC(COc2ccc(Cl)cc2Cl)OC1=O (configuration not stated),21,-2,21,-6,-1,-21,4,-2,-0.2,-14
Cc1nn2c(Nc3ccc(F)cc3)c3c(nc2c1-c1ccccc1)CCC3,3,-1,3,-12,3,-3,-19,-1,-1.9,-3
COc1ccc(/C=N/n2c(C)nnc2C)c(OC)c1,-22,-2,-9,6,4,22,-12,0,-0.4,-1
Cc1cc(/C=C2/NC(=O)NC2=O)c(C)n1-c1ccncc1,11,-7,-2,8,-4,-11,-10,-2,0.5,-22
CN(CCOc1ccccc1)C(=O)CNC(=O)c1ccc(C(C)(C)C)cc1,18,0,8,10,-12,-18,-6,-1,0.4,x
CCn1c(=O)cc(OCC(=O)NC2CCCCC2)c2ccccc21,18,x,-7,5,-5,-18,5,x,-1.1,x
Cc1ccc(CNC(=O)c2ccc(N3CCCC3=O)cc2)cc1,4,x,-8,-9,2,-4,-8,-2,-1.0,10
O=C(Nc1cccc(Cl)c1)c1ccc(=O)[nH]n1,6,-3,13,6,-7,-6,-15,-3,-1.2,16

dFosB act, entries above that show a hit
smiles,SR-BI DiI inh,CAL PDZ FP-1,MITF TRPM1 HTS,Rtt109 Vps75,dFosB act,SR-BI DiI-HDL act,PvdQ acylase,NSD2 inh,CAL PDZ FP-2,PfHsp90 yeast 2
O=C(NC1CCC(CC2CCC(NC(=O)C(Cl)Cl)CC2)CC1)C(Cl)Cl (configuration not stated),16,-3,x,-1,59*,-16,-11,-1,0.8,4
Cc1cc(NC(=O)CSc2nc3c(c(=O)n2-c2ccc(Br)cc2)SCC3)no1,1,-4,-16,-1,42*,-1,-8,x,-1.2,-24
